BaF3 tox: parental Ba/F3 viability inhibition as JAK2V617F counter-screen. AID 1486. CellTiter-Glo ATP luminescence. inhibition, % at 5.6 µM. actives 1.1% (n = 220,000);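 active means inhibition above a per-campaign cutoff, the mean inhibition of all tested compounds plus 3 SD, cut at about 27% in these data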;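 further: 0% = DMSO wells and 100% = JAK Inhibitor I control wells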
PGE2 EP2 inh: EP2 receptor (human) inhibition; actives 0.52% (n = 260,000); C6 glioma cells expressing human EP2, cAMP TR-FRET; cells stimulated with saturating PGE2; inhibition, % at 25 µM; AID 1422; P43116;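 active means percent inhibition above 40 after rounding to a whole number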;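 further: rat C6 glioma host cells with rolipram phosphodiesterase inhibitor present; the protocol text gives 20 µM as final concentration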
Target sequence (P43116 whole entry, looked up): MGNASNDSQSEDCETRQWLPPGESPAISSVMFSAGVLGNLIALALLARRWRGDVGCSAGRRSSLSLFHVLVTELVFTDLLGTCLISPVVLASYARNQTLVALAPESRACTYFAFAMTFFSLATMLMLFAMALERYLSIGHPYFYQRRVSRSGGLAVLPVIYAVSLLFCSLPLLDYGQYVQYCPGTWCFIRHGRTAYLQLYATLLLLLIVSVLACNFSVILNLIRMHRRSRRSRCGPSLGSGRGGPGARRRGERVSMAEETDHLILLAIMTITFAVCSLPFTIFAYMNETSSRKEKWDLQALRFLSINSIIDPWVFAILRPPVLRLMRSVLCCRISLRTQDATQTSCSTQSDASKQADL
p47phox inh: blocks human p47phox regulatory protein of NADPH oxidases; P14598; p47phox/p22phox peptide binding, fluorescence polarization, 2 h; inhibition, % at 24.7 µM; actives 0.53% (n = 220,000);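 active means inhibition above about 30%, limit read from the data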;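 further: 0% = p47phox with labelled peptide and 100% = labelled peptide alone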
Target sequence (P14598 whole entry, looked up): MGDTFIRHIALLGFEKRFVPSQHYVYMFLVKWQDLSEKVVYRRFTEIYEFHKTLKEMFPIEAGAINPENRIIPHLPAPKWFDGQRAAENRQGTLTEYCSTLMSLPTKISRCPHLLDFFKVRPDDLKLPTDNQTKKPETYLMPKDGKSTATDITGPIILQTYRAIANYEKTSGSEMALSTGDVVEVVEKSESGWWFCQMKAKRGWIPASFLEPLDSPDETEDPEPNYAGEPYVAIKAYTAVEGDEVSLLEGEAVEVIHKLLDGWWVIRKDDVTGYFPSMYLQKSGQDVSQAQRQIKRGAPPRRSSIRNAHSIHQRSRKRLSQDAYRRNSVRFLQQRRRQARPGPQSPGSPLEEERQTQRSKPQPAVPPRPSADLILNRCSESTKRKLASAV
p97 inhibitor: human p97 ATPase inhibition | actives 0.42% (n = 220,000) | recombinant p97 ATPase, Kinase-Glo ATP luminescence, 3 h | inhibition, % at 8 µM | P55072; in the data active means inhibition above about 15%;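 further: 0% = DMSO vehicle and 100% = wells lacking enzyme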
RBBP9 inh: inhibitors of human serine hydrolase RBBP9; AID 1515; O75884; actives 0.2% (n = 220,000); recombinant RBBP9, FP-Rh probe fluorescence polarization; inhibition, % at 7.94 µM;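 active means inhibition above the campaign mean of all tested compounds plus 3 SD, cut at about 14% in these data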;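 further: plate controls were DMSO wells with RBBP9 for no effect and wells lacking RBBP9 protein for full effect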
Target sequence (O75884 whole entry, looked up): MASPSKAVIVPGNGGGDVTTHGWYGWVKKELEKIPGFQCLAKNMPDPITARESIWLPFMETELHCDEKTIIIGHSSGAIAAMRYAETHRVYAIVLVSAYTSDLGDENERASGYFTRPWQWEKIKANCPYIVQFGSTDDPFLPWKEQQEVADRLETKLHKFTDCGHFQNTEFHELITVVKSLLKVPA
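Measured by: FP readout at 525/598 nm; material: recombinant human RBBP9; also added: Serine-hydrolase probe FP-Rh, 375 nM pre-mixing; medium: Tris buffer pH 8.0, NaCl, Pluronic; replication: one well per compound; doses: one concentration, 7.94 µM nominal, 0.794% DMSO; timing: preincubation 30 min plus labeling 45 min at 25 °C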
PPC-1+TRAIL kill: PPC-1 cancer cell killing with TRAIL present. PPC-1 cells + TRAIL, ATPLite viability luminescence. cell killing (% activity), % at 4 µM. actives 0.41% (n = 220,000);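 active means cell killing above 50% in the first pass at 4 µM, then a duplicate retest at 5 µM averaging 50% or more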;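 further: plate controls were cells with TRAIL plus DMSO for no effect and medium-only wells lacking cells for full effect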
Furin inhibitor: human furin inhibition | P09958 | purified furin, fluorogenic substrate cleavage | inhibition, % at 30 µM | actives 0.061% (n = 220,000) | AID 463115; in the data active means inhibition above about 25%; further: inactives centre near -15
Tb hexokinase: T. brucei hexokinase 1 inhibition | recombinant TbHK1, G6PDH-coupled NADH A340 | inhibition, % at 10 µM | actives 0.11% (n = 220,000) | AID 1430;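 active means inhibition of 50% or more in the single-dose primary screen; inactive means inhibition below 50%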
Ba/F3 V617F tox: lowers viability of Ba/F3 cells expressing EpoR and JAK2V617F; ATP luminescence; inhibition, % at 5.6 µM; actives 1.1% (n = 220,000); AID 1446;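 active means inhibition above the campaign mean plus 3 SD over all tested compounds, cut at about 24% in these data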;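 further: cytokine-independent growth of Ba/F3 cells driven by EpoR plus mutant JAK2; 0% = DMSO-treated cells and 100% = JAK inhibitor I control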
* hit, by the source's call; nt = no result given; & = joins results of further samples; [ ] = another dose, or the depositor's remark.

SMILES	BaF3 tox	PGE2 EP2 inh	p47phox inh	p97 inhibitor	RBBP9 inh	PPC-1+TRAIL kill	Furin inhibitor	Tb hexokinase	Ba/F3 V617F tox
O=c1c2ccccc2cnn1Cc1n[nH]c(=S)n1-c1ccc(F)c(Cl)c1	6	3	5	1	-9	4	-21	-15	-1
N#C/C(=C\c1cc(Cl)ccc1O)C(=O)NC1CCCCC1	5	4	-3	3	-4	10	-23	-12	-3
Cc1ccc(CSCCNC(=O)CN(c2cccc([N+](=O)[O-])c2)S(C)(=O)=O)cc1	7	15	-1	1	-1	13	-20	2	2
O=C(OCC(=O)N1CCCC1)c1cc(Br)ccc1Cl	3	6	-6	2	-6	9	-29	-7	-2
CCOC(=O)C1C(CC)NC(=S)NC1(C)O (stereo not given)	8	7	2	-3	-9	9	-8	4	6
c1csc(-c2ncc3ccccn23)c1	-1	21	2	2	-6	14	-18[20 µM]	-18	0
Cc1ccc(C(=O)Nc2ccccc2-c2ccccc2)o1	5	7	-7	0	1	22	-19[20 µM]	-1	-4
CC(C)(C)C(=O)OCCn1c(=O)c2cc3c(=O)n(CCOC(=O)C(C)(C)C)c(=O)c3cc2c1=O	2	6	-3	-2	1	6	-18	11	1
CC(=O)Oc1cc2c(C(=O)NCCCN3CCOCC3)c(C)oc2c2ccccc12	2	10	-5	4	-6	18	-14	-7	-1
O=C(CN(Cc1ccccc1)C(=O)c1ccco1)NCc1ccc(F)cc1	7	12	-3	0	-6	2	-11	6	3
CCN(CC)S(=O)(=O)c1ccc2nnn(OCC(=O)Nc3cccc(C#N)c3)c2c1	-2	7	-5	5	-3	8	-22	9	-5
COc1ccc(C(=O)/C=C/c2cc(C(=O)O)cc3c2OCOC3)c(O)c1	0	6	-19	4	5	23	-15	-29	-7
Cn1ncc([N+](=O)[O-])c1C(=O)N/N=C/c1cccc([N+](=O)[O-])c1	-4	9	0	3	-2	25	-18	-5	-2
O=C(NC1CCCCC1NC(=O)c1ccco1)c1ccco1 (stereo not given)	7	8	-8	-2	-7	-4	-7[20 µM]	-4	3
COc1ccc(C(O)P(=O)(OCCC(C)C)c2ccc(N(C)C)cc2)cc1OC (stereo not given)	-1	10	2	-2	-2	-22	-13	-9	1
COc1ccc(NC(=O)c2cccc(N3C(=O)NC4CC3(C)Oc3ccccc34)c2)cc1 (stereo not given)	2	10	-14	-2	-6	14	-22[20 µM]	-7	2
COc1ccc(C2(O)CN(c3ccc(C)cc3)C3=[N+]2CCCC3)cc1 (stereo not given)	34*	1	-8	4	-3	1	-25	8	17
Cc1cc(C(=O)COC(=O)C2CCN(C(=O)c3ccc(Cl)cc3)CC2)c(C)n1CC1CCCO1 (stereo not given)	5	10	-7	-5	-2	4	-20	-8	5
CN(Cc1ccccc1)c1nc(-c2cccc([N+](=O)[O-])c2)nc2ccccc12	5	6	-3	-4	-13	3	-5	18	3
FC(F)(F)c1cc(-c2cccs2)nc(-n2cc(Cl)cn2)n1	3	5	-15	-3	-3	40	-18[20 µM]	-18	2
Cc1cc(C)cc(NC(=O)NC2CCN(CC(=O)Nc3cccc(Cl)c3C)CC2)c1	-4	3	-1	-6	0	10	6	1	1
CC(C)c1ccc(C(=O)NCCCN(C)C)cc1	4	5	3	-4	-14	11	11	4	4
CCC1CCc2c(sc(N)c2C(N)=O)C1 (stereo not given)	5	4	-25	1	-7	nt	-10[20 µM]	-2	1
COc1ccc(S(=O)(=O)N2CCN(C(=O)c3ccco3)CC2)cc1OC	2	4	-2	3	-2	5	-26[20 µM]	-4	-2
O=C(Nc1ccc(F)cc1)NC1CCN(Cc2nnnn2Cc2ccco2)CC1	11	7&9	-6	-3	2	16	-6[20 µM]	-3	5

Reprinted from the part before: 5 compounds, followed by the next part.
SMILES	BaF3 tox	PGE2 EP2 inh	p47phox inh	p97 inhibitor	RBBP9 inh	PPC-1+TRAIL kill	Furin inhibitor	Tb hexokinase	Ba/F3 V617F tox
Cc1cc(C)cc(NC(=O)NC2CCN(CC(=O)Nc3cccc(Cl)c3C)CC2)c1	-4	3	-1	-6	0	10	6	1	1
CC(C)c1ccc(C(=O)NCCCN(C)C)cc1	4	5	3	-4	-14	11	11	4	4
CCC1CCc2c(sc(N)c2C(N)=O)C1 (stereo not given)	5	4	-25	1	-7	nt	-10[20 µM]	-2	1
COc1ccc(S(=O)(=O)N2CCN(C(=O)c3ccco3)CC2)cc1OC	2	4	-2	3	-2	5	-26[20 µM]	-4	-2
O=C(Nc1ccc(F)cc1)NC1CCN(Cc2nnnn2Cc2ccco2)CC1	11	7&9	-6	-3	2	16	-6[20 µM]	-3	5
O=C(CCCOc1ccc(Cl)cc1Cl)N1CCN(c2ccccn2)CC1	7	10	-9	-5	-4	27	-14	-5	1
C1CCN(c2c3c(nc4nnnn24)CCCC3)CC1	0	3	-13	3	-9	7	-13[20 µM]	1	-4
Nc1cc(-c2ccc(Cl)cc2)nn1S(=O)(=O)c1ccc(Cl)cc1	1	10	-10	-2	-3	-6	-13	-10	-3
O=C(Oc1ccccc1)Oc1ccc2c(c1)oc(=O)c1ccccc12	3	22	-7	4	-10	4	-15[20 µM]	-4	0
CCc1ccc(CNCCNCC(C)O)cc1 (stereo not given)	8	5	-11	-1	-1	12	-18[20 µM]	-4	4
O=C1c2cccnc2C(Nc2ccc(Br)cc2)N1Cc1cccs1 (stereo not given)	6	-1	2	-2	-1	18	-8	1	3
COc1ccc(OC)c(N2CC(O)(c3cccs3)[N+]3=C2SCCC3)c1 (stereo not given)	-1	4	-4	2	-6	16	-20	9	0
COc1ccc(CN(C)Cc2nc(Cc3cccc(F)c3)no2)c2cccnc12	62*	2	-1	3	5	5	-20	-3	46*
CCOC(=O)c1c(NC(=O)c2nn(C)cc2[N+](=O)[O-])sc(C)c1C	6	11&10	-9	1	-8	-4	-26	-3	-2
Cc1ccccc1-c1nc(CSc2nc3c(c(=O)[nH]2)CCC3)c(C)o1	6	7	-9	3	-1	-4	-18	-1	-4
CCOC(=O)N1CCN(CC(O)COc2c(C)cccc2C)CC1 (stereo not given)	7	8	9	-1	-4	32	-12	-3	0
O=C(NN=C1CCCC1)c1cccs1	1	3	-11	3	-1	18	-29	-2	-5
O=c1c(-c2ccccc2)c(O)nc2ccccn12	3	7	-14	-4	-12	-1	-5	-5	4
O=C(O)/C=C\c1ccccc1Oc1cccc(Cl)c1	8	8	-12	-1	-10	-7	-26	0	0
O=C(Oc1ccc2c(c1)OCC2=O)c1ccccc1	3	8	-17	-4	-7	44	5[20 µM]	-18	3
COc1ccc(N2CCN(C(=O)Cc3ccc(S(=O)(=O)N4CCOCC4)s3)CC2)cc1	6	4	-17	2	0	5	-19	-2	-3
O=C(Nc1ccccc1)N1N=C(c2ccc(F)cc2)CC1c1ccc(F)cc1 (stereo not given)	2	7	-1	6	-4	31	-19	25	-3
CC(=O)Nc1ccc(S(=O)(=O)Nc2cccc(C(=O)NC(C)(C)C)c2)cc1	7	8	-13	3	-7	7	-21	4	2
Cc1ccc(-n2c(CCc3nc4ccccc4[nH]3)n[nH]c2=S)cc1	-2	11	5	6	-7	nt	-18	-3	-5
CCOC(=O)c1ccc(COC(=O)c2ccc3c(c2)-c2ccccc2C3=O)cc1	-1	4	1	2	-3	11	-17	-5	-4
CCCC(=O)Nc1cc(S(=O)(=O)N(CC)CC)ccc1Cl	2	5	2	4	-4	29	-24	-3	-6
COC(=O)CCN(c1ccccc1)S(=O)(=O)c1ccc(OC)cc1	0	17	-17	8	-1	3	-26	-6	-2
COCc1cc(C)nc(OCC(=O)N/N=C/c2cc(C)n(-c3c(C)cccc3C)c2C)c1C#N	5	3	-6	2	5	4	-9[20 µM]	-38	-3
CCOC(=O)c1ccc(NC(=O)c2ccccc2C)cc1	-1	15	-3	3	-2	10	-14	4	-3
COCCNC(=O)COc1ccc(Nc2ccccc2)cc1	0	5	4	3	-2	11	-19	-2	-3
SMILES	BaF3 tox	PGE2 EP2 inh	p47phox inh	p97 inhibitor	RBBP9 inh	PPC-1+TRAIL kill	Furin inhibitor	Tb hexokinase	Ba/F3 V617F tox
O=C(O)CC1(c2ccccc2)C(=O)c2ccccc2C1=O	3	9	6	9	5	14	-15	0	-1
C/C(=N\NC(=S)NCc1ccccc1)c1ccccc1	4	4	-8	1	-5	-2	-20	4	-3
O=C(OCCCCN1C(=O)c2ccccc2C1=O)c1ccc(S(=O)(=O)N2CCCC2)cc1	3	6	-11	1	1	-22	-23	3	-1
COc1ccccc1/C=N/N(C(C)=O)c1nc(-c2ccc(F)cc2)cs1	10	3	-8	-2	-3	2	-3[20 µM]	-7	5
O=[N+]([O-])C1=CC=C2C(=NC3(CCCCC3)N2O)C1=NC1CCCCC1	2	8	48*	3	-5	11	8[20 µM]	-2	-3
COCCNC(=O)COc1ccccc1Cl	5	18	-4	4	-6	-4	-16	1	-3
COc1ccc(C(=O)Nc2ccc(Cl)cc2C(=O)N2CCCC(C)C2)cc1OC (stereo not given)	5	9	-8	5	2	12	-21	2	-4
COC(=O)Cc1ccc(NC(=S)N2CCN(c3ccc(F)cc3)CC2)cc1	7	7	6	-5	-13	-5	-12	-2	7
COc1ccccc1NC(=O)CN(Cc1ccco1)C(=O)c1ccc(-n2nc(C)cc2C)cc1	3	7	-15	-9	-10	23	-16	-8	2
COc1ccc(-c2[nH]n(-c3ccc([N+](=O)[O-])cc3)c(=O)c2C=NCCN2CCNCC2)cc1	5	8	-2	3	5	nt	-8	-20	1
N/C(=N\OC(=O)/C=C/c1ccccc1)c1cccnc1	13	5	-8	2	-5	48	-25	0	0
O=[N+]([O-])c1ccccc1/C=N/N1CCN(c2ccncc2S(=O)(=O)N2CCCCC2)CC1	5	12	0	8	10	12	-3	4	-1
Cc1ccccc1NC(=S)NC12CN3CN(CN(C3)C1)C2	11	8	3	-3	-4	nt	-30	8	4
O=C1NC[C@H](c2ccccc2)N(CCc2cccc3ccccc23)C1=O	nt	6	-20	nt	nt	22	-31	-4	nt
CC1(C)C(C=C(Cl)Cl)C1C(=O)N(Cc1cccc(Cl)c1)C1CCS(=O)(=O)C1 (stereo not given)	4	3	-24	2	-2	14	15	28	-2
O=C(Cc1cccs1)N/N=C/c1ccc(OCc2ccccc2)cc1	4	5	-1	-8	-10	20	-9	-5	4
CNc1cnn(-c2ccc(C)cc2)c(=O)c1Cl	3	6	-54	-1	-8	8	2[20 µM]	-3	-4
COc1ccccc1OCCn1cc(/C=N/NC(N)=S)c2ccccc21	9	6	-12	4	4	nt	-5	-21	8
Cc1ccc(C2=N/C(=C\c3cccs3)C(=O)N2Nc2ccccc2)cc1	-1	12	-33	4	-9	9	-12[20 µM]	-1	-1
C=CCn1c(SCc2csc(C)n2)nc2scc(-c3ccc(C)o3)c2c1=O	1	5	17	3	-10	22	-20[20 µM]	-9	2
NC(=O)CC[C@@H]1NC(=O)[C@H](CO)NC(=O)c2cc([N+](=O)[O-])cc(I)c2OCC[C@@H](C(N)=O)NC1=O	2	-2	-9	-2	-9	0	-14	-22	-3
Cc1cc(C)c(COc2ccc(/C=N/n3c(C)n[nH]c3=S)cc2)c(C)c1	1	-2	-10	1	-6	8	-17	2	-3
Cc1nn(CC(=O)Nc2ccc3c(c2)nc(CN2CCCC2)n3C)c(=O)c2ccccc12	3	9	-6	-2	-6	4	-15[20 µM]	-5	1
CC(C#N)Sc1nc2ccccc2c(=O)n1-c1ccccc1 (stereo not given)	-1	6	-5	5	-1	4	-12	-1	-4
CN(C)CCNCc1ccccc1OC1CCCC1	6	4	-4	-3	-7	26	-6[20 µM]	-4	0
COC(=O)c1cc(-c2ccc(C)o2)nc2ccccc12	6	11	3	7	-4	4	-17	-2	-2

Assay outcomes deposited in PubChem BioAssay by several laboratories.

Not all compounds are listed; count on the stated rates, not on these rows.
